From PubChem BioAssay
Cdc25B inh = inhibitors of human Cdc25B phosphatase; recombinant Cdc25B, OMFP fluorescence Ex485/Em525; 0.1% of 65,000 active; AID 368; inhibition, %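 (compounds tested at 10 µM final in the well)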; P30305; in the data active means inhibition above about 50%
DUSP1 inh = blocks human MKP-1 phosphatase activity. recombinant MKP-1, OMFP hydrolysis fluorescence. inhibition, %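 (compounds tested at a single concentration somewhere between 10 and 100 µM)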. 0.15% of 65,000 active;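 active means inhibition above about 50%, limit read from the data; inconclusive means inhibition over screen mean plus 3 SD, below that limit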;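 further: 0% = DMSO max control wells and 100% = wells with enzyme stopped by NaOH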
SF-1 act = activators of human nuclear receptor SF-1; Q13285; CHO-K1 Gal4-SF-1 LBD luciferase reporter; % increase over DMSO SF-1-specific signal; activation, % at 10 µM; 1.9% of 65,000 active; AID 522;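 active means activation above the mean activation of all tested compounds plus 3 SD, cut at about 50% in these data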
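Test system: CHO-K1 cells co-transfected with Gal4 DBD–human SF-1 LBD, 5xGal4 luciferase reporter. Quantity: 4,000 cells per well. Compound: 10 µM only. Incubation: compound added 1 h post-seeding, 20 h exposure at 37 °C, 5% CO2. Detection: SteadyLite luciferase luminescence. Replication: one test per compound.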
Hsp90 block = displaces geldanamycin probe from tumor Hsp90. P07900. NCI-N417 lysate Hsp90, Cy3B-geldanamycin FP displacement. inhibition, % at 30 µM. 0.35% of 64,000 active. AID 429;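 active means inhibition above 50%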;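 further: 0% = tracer plus lysate wells and 100% = tracer alone without lysate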
HER2 expr 66K = Her2 kinase expression inhibition; AID 645; 0.69% of 65,000 active; SKBR-3 HER2 protein level, AlphaScreen, 18-24 h; hits give low values; HER2 level % of control, % at 10 µM;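 active means HER2 level under 5% of the carrier-only control; inconclusive means no clear call, values can overlap the other calls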;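 further: 100% = DMSO carrier and 0% = 500 nM PU-H71 HSP90 inhibitor; lower value means stronger loss of Her2 protein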
TNAP act DEA = human TNAP activation, intermediate phosphate acceptor; purified TNAP, CDP-star luminescence, 100 mM DEA, 30 min; hits give high values; scale: 0 levamisole-inhibited, 1 vehicle-only enzyme; activation factor at 20 µM; 64,000 tested, under 10 active;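 active means activation factor of at least 2 at 20 µM, relative to controls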
RORA act = activators of human nuclear receptor RORA; P35398; CHO-K1 Gal4-RORA LBD luciferase reporter, luminescence; percent increase over mock-subtracted basal signal; activation, % at 10 µM; 1.5% of 65,000 active;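 active means activation above the mean of all tested compounds plus 3 SD, cut at about 49% in these data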;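 further: 0% = DMSO-treated RORA cells and 100% = added signal equal to DMSO minus mock-transfected cells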
D1 allo mod = allosteric modulators of human D1 dopamine receptor; HEK293 D1, CRE-luciferase, dopamine EC30 potentiation; actives deviate in either direction; 5.9% of 58,000 active; AID 641; B-score at 10 µM; P21728;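 active means luminescence count or its row- and column-corrected plate score outside the 99.7% band of the plate's sample wells, on either side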
Target sequence (P21728 whole entry, looked up): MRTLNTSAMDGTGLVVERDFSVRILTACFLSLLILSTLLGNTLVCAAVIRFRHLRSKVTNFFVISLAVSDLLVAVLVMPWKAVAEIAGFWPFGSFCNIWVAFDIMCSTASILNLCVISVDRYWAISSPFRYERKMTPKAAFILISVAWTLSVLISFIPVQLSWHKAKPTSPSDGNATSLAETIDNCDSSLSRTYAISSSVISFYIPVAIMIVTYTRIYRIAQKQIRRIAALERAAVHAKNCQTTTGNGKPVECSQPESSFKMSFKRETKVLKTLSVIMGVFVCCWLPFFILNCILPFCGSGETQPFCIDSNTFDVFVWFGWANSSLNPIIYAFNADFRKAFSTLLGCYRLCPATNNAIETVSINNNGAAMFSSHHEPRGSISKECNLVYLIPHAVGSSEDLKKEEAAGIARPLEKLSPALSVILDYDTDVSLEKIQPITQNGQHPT
FXIIa inh mix = inhibitors of human coagulation factor XIIa, pooled mixtures. inhibition, % at 5 µM. P00748. AID 684. 0.2% of 62,000 active. purified FXIIa, fluorogenic substrate; in the data active means inhibition above about 20%, passing the limit was not always enough;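 further: 0% = enzyme without compound and 100% = no enzyme blank; some results filed as inactive read as strong as hits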
Target sequence (P00748 20-372 limits assumed): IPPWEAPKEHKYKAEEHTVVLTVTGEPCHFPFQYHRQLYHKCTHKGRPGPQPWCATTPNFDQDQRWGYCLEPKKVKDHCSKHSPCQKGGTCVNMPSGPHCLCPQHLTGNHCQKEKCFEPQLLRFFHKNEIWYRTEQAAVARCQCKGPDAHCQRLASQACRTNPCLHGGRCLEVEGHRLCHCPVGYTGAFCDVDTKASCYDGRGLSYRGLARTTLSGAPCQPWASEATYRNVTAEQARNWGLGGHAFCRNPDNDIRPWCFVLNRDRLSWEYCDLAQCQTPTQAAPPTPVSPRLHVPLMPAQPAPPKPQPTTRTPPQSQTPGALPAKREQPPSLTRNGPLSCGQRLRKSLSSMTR
Target sequence (P00748 373-615 limits assumed): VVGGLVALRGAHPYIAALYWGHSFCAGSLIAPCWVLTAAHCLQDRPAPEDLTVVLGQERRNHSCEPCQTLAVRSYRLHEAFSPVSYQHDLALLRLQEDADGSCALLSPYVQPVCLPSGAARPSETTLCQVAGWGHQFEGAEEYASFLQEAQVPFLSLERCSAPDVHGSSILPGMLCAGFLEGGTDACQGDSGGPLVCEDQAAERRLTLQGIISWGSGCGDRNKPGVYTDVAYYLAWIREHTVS
* marks the source's active call; other numbers are inactive results; ? = inconclusive; . = not tested or not shown.

SMILES | Cdc25B inh | DUSP1 inh | SF-1 act | Hsp90 block | HER2 expr 66K | TNAP act DEA | RORA act | D1 allo mod | FXIIa inh mix
Cc1ccc(Cn2c(SCc3cccnc3)nc3c2c(=O)n(C)c(=O)n3C)cc1 | -7 | 4 | -1 | 2 | 87 | 0.9 | -6 | 0.86 | 10
Cc1ccc(S(=O)(=O)O)c(C)c1N1CCCC1=O | 2 | -3 | -12 | -1 | 75 | 0.9 | -23 | 0.25 | 5
CCc1ccccc1N1CSC2=C(C#N)C(c3ccccc3F)CC(=O)N2C1 (configuration not stated) | 7 | 13 | -7 | 1 | 76 | 0.9 | -18 | -0.77 | 5
Cc1cc(NCCN(C)C)n2nc(-c3cccs3)cc2n1 | -19 | 1 | 18 | -4 | 90 | 0.9 | 4 | 0.024 | 4
OC[C@H]1O[C@@H](n2cnc3c(NC4CCCC4)ncnc32)[C@H](O)[C@@H]1O | -8 | -15 | -7 | -1 | 91 | 0.9 | -2 | 5.5* | 7
C(=N\c1nccs1)/c1c[nH]c2ccccc12 | -15 | 11 | . | . | 94 | 1 | . | 0.42 | 18
COC(=O)C1=C(N)OC2=C(C(=O)CC(C)(C)C2)C1c1ccoc1 (configuration not stated) | -8 | 1 | -2 | -3 | 109 | 0.9 | 8 | -0.49 | 0
COc1ccc(-n2c(C)c(C(C)=O)c3cc(O)ccc32)cc1 | 24 | -8 | -11 | 1 | 134 | 0.9 | -41 | . | .
CCN1CCCC1CNC(=O)Cn1cnc2ccc(S(=O)(=O)N3CCC(C)CC3)cc2c1=O (configuration not stated) | -18 | 1 | -8 | -2 | 94 | 0.9 | -12 | -0.084 | 10
c1csc(Cc2nc3ccccc3[nH]2)c1 | 1 | -5 | 41 | . | . | 0.9 | 14 | 0.041 | -14
COc1cccc(N2CC(C(=O)Nc3c(C)cccc3C)CC2=O)c1 (configuration not stated) | 2 | 7 | -23 | 2 | 77 | 1 | -12 | 0.87 | 3
CCCCOC(=O)Nc1cc(C(=O)OC)ccc1C(=O)OC | -4 | 9 | -8 | 6 | 97 | 0.9 | -4 | -7* | 5

2 compounds from above, showing only RORA act.
Compound | RORA act
CCN1CCCC1CNC(=O)Cn1cnc2ccc(S(=O)(=O)N3CCC(C)CC3)cc2c1=O (configuration not stated) | -12
COC(=O)C1=C(N)OC2=C(C(=O)CC(C)(C)C2)C1c1ccoc1 (configuration not stated) | 8

(further entries)
SMILES | Cdc25B inh | DUSP1 inh | SF-1 act | Hsp90 block | HER2 expr 66K | TNAP act DEA | RORA act | D1 allo mod | FXIIa inh mix
Cc1ccc(-c2nnn(CC(=O)N3CCN(c4nc5ccccc5s4)CC3)n2)cc1 | 7 | -10 | -32 | -4 | 120 | 0.9 | -20 | 0.033 | 2
COc1cc2nc(CN3CCN(c4ncc(C(F)(F)F)cc4Cl)CC3)[nH]c(=O)c2cc1OC | -1 | 27 | -15 | 0 | 96 | 1 | -1 | -0.42 | 7
N#C/C=C1\Sc2ccccc2C(=O)N1CC(=O)N1CCN(S(=O)(=O)c2ccccc2)CC1 | -6 | 2 | 54* | 0 | 48 | 0.9 | 48 | . | 3
c1ccc(-c2ccccc2-n2cnnn2)cc1 | 4 | 1 | -21 | -2 | 96 | 1 | 9 | 0.5 | 5
CCc1cc2c(=O)c(-c3nc4ccccc4n3C)c(C(C)C)oc2c(CN2CCN(C)CC2)c1O | -4 | 7 | 6 | 1 | 84 | . | 8 | -1.3 | .
COc1ccc(N2C(=O)C3C4C=CC(C4)C3C2=O)nn1 (configuration not stated) | -8 | 9 | -12 | -3 | 96 | 0.9 | -7 | -0.13 | 0
CCCc1cc(C(=O)Nc2sc(C(C)=O)c(C)c2C(=O)OCC)no1 | -15 | 24 | 15 | 2 | 107 | 1 | 8 | 6.5* | 5
CC1(C)CC(=O)C2=C(C1)N(c1cccc(O)c1)C1=C(C2)C(=O)CC(C)(C)C1 | 6 | 0 | 6 | -1 | 59 | 0.9 | 6 | 5.6* | 5
CCc1cc2c(=O)c(-c3cscn3)coc2c(CN(C)C)c1O | -1 | -13 | -6 | 0 | 73 | 1 | -8 | 2.4 | .
CCCCOC(=O)Nc1nnc(COc2ccccc2)s1 | -4 | 11 | -6 | -1 | 107 | 0.8 | -6 | . | -9
O=C(CN1C(=O)C2C3C=CC(C3)C2C1=O)NCCC1=CCCCC1 (configuration not stated) | -11 | -1 | 27 | 0 | 87 | 1 | 1 | 0.14 | -11
COc1ccc(-c2csc(N(CCCN(C)C)C(=O)c3cccs3)n2)cc1 | -15 | 4 | 2 | -1 | 91 | 0.9 | -1 | -0.42 | 11

Given as comma-separated lines: three of the compounds above.
compound,Cdc25B inh,DUSP1 inh,SF-1 act,Hsp90 block,HER2 expr 66K,TNAP act DEA,RORA act,D1 allo mod,FXIIa inh mix
c1ccc(-c2ccccc2-n2cnnn2)cc1,4,1,-21,-2,96,1,9,0.5,5
CCc1cc2c(=O)c(-c3nc4ccccc4n3C)c(C(C)C)oc2c(CN2CCN(C)CC2)c1O,-4,7,6,1,84,.,8,-1.3,.
COc1ccc(N2C(=O)C3C4C=CC(C4)C3C2=O)nn1 (configuration not stated),-8,9,-12,-3,96,0.9,-7,-0.13,0

The list continues:
SMILES | Cdc25B inh | DUSP1 inh | SF-1 act | Hsp90 block | HER2 expr 66K | TNAP act DEA | RORA act | D1 allo mod | FXIIa inh mix
N#CCSc1nnc(COc2cccc3ccccc23)n1-c1cccc(Cl)c1 | 5 | 25 | 5 | 2 | 85 | 0.9 | -6 | -0.62 | 5
O=C(NCc1ccc(Cl)c(Cl)c1)c1ccco1 | 4 | -2 | -6 | -7 | 120 | 1 | -16 | -0.11 | 3
C/C(N)=C(/C#N)C(=O)CSc1n[nH]c(-c2ccccc2Br)n1 | -4 | -5 | 31 | . | 108 | 0.1 | 18 | 0.84 | 0
CCOCc1nc(C)c(Cl)c(NS(=O)(=O)c2ccc(N)cc2)n1 | -7 | 11 | -4 | 0 | 85 | 0.9 | -13 | 0.0047 | 6
C=CCn1c(SCC(=O)Nc2c(C)cccc2C)nnc1-c1ccncc1 | -7 | -3 | 4 | 0 | 66 | 0.9 | -16 | 0.72 | 9
Nc1cc(-c2ccc(Br)cc2)nn1S(=O)(=O)c1ccccc1 | -4 | -4 | -11 | -3 | 94 | 0.9 | -17 | -0.68 | 6
Cc1nn(C(=O)c2cc3sccc3[nH]2)c(C)c1C | -1 | -4 | 46 | -2 | 67 | 0.8 | 38 | -0.47 | 2
Cc1c(C(=O)OCC(C)C)[nH]c2c1C(=O)CC(c1ccco1)C2 (configuration not stated) | -10 | 5 | -18 | -2 | 44 | 0.8 | -13 | 5.8* | 13
Cc1c(C2N3CC4(C)CN2CC(C)(C3)C4=O)c2ccccc2n1C (configuration not stated) | -2 | 15 | 21 | -6 | 90 | 0.9 | -6 | -0.21 | 11
CCOc1ccc(OCC)c(NC(=O)Cn2cccc2)c1 | -13 | 8 | -10 | 3 | 96 | 0.9 | 16 | -1 | 2
Cn1c(SCc2nc(-c3ccc(Cl)cc3)no2)nnc1-c1ccco1 | 1 | 1 | -3 | -3 | 116 | 0.9 | -6 | -0.095 | 6
CCCN(CCO)Cc1cccc(Br)c1 | -9 | 17 | 4 | -1 | 130 | 0.9 | -3 | -0.36 | 9
CCN(CC)CCOC(=O)C1(c2ccccc2)CCOCC1 | -1 | -4 | 11 | -2 | 90 | 0.9 | -22 | 0.78 | 6
Cc1nnc(NC(=O)C(C)Sc2nncn2C)s1 (configuration not stated) | -25 | -2 | 15 | -2 | 86 | 1 | -18 | -0.029 | 3
CCOC(=O)N1CCC(NC(=O)C2CCC(CNS(=O)(=O)c3ccc(OC)cc3)CC2)CC1 (configuration not stated) | 4 | -2 | 1 | -4 | 96 | 0.9 | -10 | -0.55 | 1
Cc1ccc(C)c(S(=O)(=O)C(C#N)c2nc3ccccc3nc2N2CCCC2)c1 (configuration not stated) | 44 | 19 | 28 | 8 | 59 | 0.9 | 7 | -1.8 | 1
Fc1ccccc1OCCCCn1cncn1 | -16 | 25 | 7 | -4 | 66 | 0.9 | -7 | -0.037 | 2
O=C(CCN1CCCCCC1)Nc1ccc(F)cc1 | 3 | -8 | -4 | -15 | 101 | 1 | 15 | -0.45 | 4
CCc1nc(OCCN(C)C)c2oc3ccccc3c2n1 | -11 | 19 | 28 | -5 | 118 | 0.9 | 0 | 2.6 | 9
COc1ccc(N2CCN(C(c3cccs3)c3nnnn3C3CCCC3)CC2)cc1 (configuration not stated) | 8 | 22 | -12 | 2 | 83 | 1 | -7 | 0.19 | -8
O=C(c1nc(-c2ccccc2)n(-c2ccccc2)n1)N1CCCCCC1 | -6 | 1 | -10 | -2 | 207 | 0.9 | -26 | 2.4 | -5
CCOc1ccc(-c2nnc3ccc(SCC(=O)N4CCN(c5ccccc5)CC4)nn23)cc1 | -6 | 26 | 13 | -1 | 103 | 0.9 | -5 | -0.69 | -20
CCC(C(=O)c1ccc(O)cc1)c1ccccc1 (configuration not stated) | 5 | -1 | 0 | 0 | 77 | 1 | -19 | -0.007 | 10
Cc1nn2c(N3CCN(C(=O)c4ccco4)CC3)cc(C(C)(C)C)nc2c1-c1ccccc1 | 5 | ? | -7 | 4 | 43 | 1 | 0 | -0.83 | -19
CCOc1ccccc1N(CC(=O)NC(C)(C)C)C(=O)c1ccc(CN2CCOCC2)o1 | 7 | -7 | -9 | -4 | 77 | 0.9 | -3 | . | 6
CC(C)Cc1c(O)nc(SCCN2CCOCC2)[nH]c1=O | 3 | 23 | -17 | -6 | 93 | 1 | -35 | -0.04 | 2
C=CCNC(=O)Cn1nc(-c2ccccc2)ccc1=O | -4 | -1 | -17 | -1 | 107 | 0.9 | -4 | -0.82 | -2
CC(C)Cc1nc2oc3c(NCc4cccnc4)ncnc3c2c2c1CCC2 | 5 | 16 | 0 | -3 | 91 | 0.9 | -7 | 4.8* | 8
O=C(CNS(=O)(=O)c1ccc(Br)s1)Nc1ccc2c(c1)OCCO2 | -7 | 0 | 27 | 1 | 88 | 1 | 19 | 0.062 | 4
O=C(O)C1CC(=O)N(CCc2c[nH]c3ccccc23)C1 (configuration not stated) | 10 | -3 | -20 | -4 | 69 | 0.9 | 8 | -0.048 | 6
COCCOCCn1c(CCCO)nc2ccccc21 | 4 | -3 | -18 | -3 | 128 | 1 | -1 | 0.33 | 14
CSc1sc(C(=O)O)c2c1C(=O)CCC2 | 1 | -20 | -7 | 2 | 130 | 0.8 | -16 | . | .
CCOC(=O)c1cc2sccc2n1CC(=O)N1CCN(C(=O)c2ccco2)CC1 | -6 | 24 | 10 | 3 | 98 | 0.9 | -18 | -0.27 | 5
CN(C(=O)c1cccs1)c1ccccc1C(=O)O | 3 | 3 | -3 | 1 | 113 | 0.9 | -16 | -1.4 | 5
Cc1cc(NC(=O)c2cc(C3CC3)on2)n(-c2ccccc2)n1 | -14 | 1 | 7 | -4 | 104 | 0.9 | 7 | 2.1 | -12
CCCCNC(=O)CN(C1CCCCC1)S(C)(=O)=O | 3 | 11 | -8 | 1 | 100 | 0.9 | -17 | 0.37 | 2
O=C(CSc1ccc2nnc(-c3cccnc3)n2n1)N1CCOCC1 | -7 | -2 | 3 | -1 | 104 | 0.9 | -2 | -0.36 | 2
COC(=O)c1cccc(NC(=O)C2COc3ccccc3O2)c1C (configuration not stated) | -15 | -4 | -2 | -3 | . | 0.8 | 7 | 0.29 | 4
COc1ccc(C2/C(=C(/O)c3ccc(C)cc3)C(=O)C(=O)N2C)cc1 (configuration not stated) | 4 | 10 | 10 | 2 | 98 | 0.9 | -10 | 0.8 | -18
Nc1ccc2oc(-c3cccc4ccccc34)nc2c1 | 3 | -19 | -39 | 3 | 90 | 0.8 | -28 | -0.42 | 8

Looked up above:
RORA act result of COc1ccc(C2/C(=C(/O)c3ccc(C)cc3)C(=O)C(=O)N2C)cc1 (configuration not stated) : -10
DUSP1 inh result of O=C(CSc1ccc2nnc(-c3cccnc3)n2n1)N1CCOCC1 : -2
